ERp5 inh: inhibitors of human ERp5; AID 651711; ERp5 insulin aggregation, absorbance 650 nm, 90 min; inhibition, % at 9.99 µM; Q15084; 350,000 tested, 0.05% active;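 active means mean replicate inhibition above about 25%, with every replicate also reaching it, limit read from the data, passing the limit was not always enough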
Target sequence (Q15084 whole entry, looked up): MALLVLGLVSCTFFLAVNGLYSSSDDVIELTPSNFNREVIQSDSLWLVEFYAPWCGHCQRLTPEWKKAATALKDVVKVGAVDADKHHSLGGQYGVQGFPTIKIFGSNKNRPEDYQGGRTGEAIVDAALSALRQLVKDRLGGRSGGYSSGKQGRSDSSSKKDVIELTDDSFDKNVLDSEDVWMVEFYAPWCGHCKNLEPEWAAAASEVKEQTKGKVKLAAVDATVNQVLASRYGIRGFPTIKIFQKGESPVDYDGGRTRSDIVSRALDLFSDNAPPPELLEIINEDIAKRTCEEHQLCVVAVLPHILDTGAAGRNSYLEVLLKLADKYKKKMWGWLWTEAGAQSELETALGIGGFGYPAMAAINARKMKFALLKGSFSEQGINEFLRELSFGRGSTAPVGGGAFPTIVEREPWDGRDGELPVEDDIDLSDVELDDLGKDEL
C2C12 statin: suppression of simvastatin myotoxicity; C2C12 myotubes + simvastatin, ATP luminescence, 48 h; scaled: DMSO 0, geranylgeraniol control 100; rescue of ATP level, % at 7.49 µM; 330,000 tested, 0.78% active;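 active means mean ATP rescue above about 67%, or every replicate alone reaching that limit, limit read from the data, passing the limit was not always enough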;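 further: myotubes were challenged with 10 µM simvastatin during compound exposure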
SIRT5 inh: sirtuin-5 (human) deacylase inhibition; Q9NXA8; inhibition, % at 15 µM; AID 652115; 330,000 tested, 1.1% active; Purified SirT5, succinyl-peptide AMC, trypsin-coupled fluorescence; in the data active means inhibition above about 15%
Target sequence (Q9NXA8 whole entry, looked up): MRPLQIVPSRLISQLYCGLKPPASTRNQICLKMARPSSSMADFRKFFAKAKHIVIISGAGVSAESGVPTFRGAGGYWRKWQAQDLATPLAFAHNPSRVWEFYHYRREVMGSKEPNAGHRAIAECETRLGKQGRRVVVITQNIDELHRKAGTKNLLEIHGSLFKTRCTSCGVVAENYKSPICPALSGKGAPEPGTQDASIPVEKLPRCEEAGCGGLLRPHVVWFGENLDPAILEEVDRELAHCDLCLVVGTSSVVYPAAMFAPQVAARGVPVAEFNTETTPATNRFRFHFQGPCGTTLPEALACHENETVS
miR122 inh: miR-122 inhibition in Huh7 cells; AID 602342; Huh7 miR-122 Renilla luciferase sensor, 48 h; neutral wells = 0, positive control = 100; activation (reporter increase), % at 12.5 µM; 340,000 tested, 0.3% active;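 active means mean replicate activation score at least 90 and every replicate individually at or above 90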;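 further: higher luciferase means less miR-122 activity so hits act as miR-122 inhibitors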
esBAF inh: inhibitors of esBAF chromatin remodeling in mouse ES cells | Bmi1-luciferase knock-in reporter, 24 h; 100% = twice the neutral-well signal | reporter increase, % at 12.5 µM | 350,000 tested, 2% active | AID 602393; in the data active means activation above about 40%;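 further: 0% = median of the plate's neutral control wells and 100% = double that signal; a rise in the Bmi1 reporter signal indicates esBAF inhibition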
ARNT TACC3 PPI: disrupts binding between human ARNT and TACC3; Q9Y6A5; AlphaScreen His-ARNT PAS-B/GST-TACC3 binding, luminescence; TACC3 fragment carries E629A point mutation; inhibition, % at 9.99 µM; 390,000 tested, 0.66% active;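 active means mean inhibition of replicates at least 50% and at least half of replicates each reaching 50%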;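 further: 0% = complete ARNT plus TACC3 wells and 100% = ARNT alone without TACC3; many hits fall short of the cut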
Cneo AK release: Cryptococcus neoformans lysis via adenylate kinase release; C. neoformans lysis, adenylate kinase release luminescence, 4 h; normalised: neutral wells 0, clomiphene wells 100; lysis activity, % at 15 µM; 360,000 tested, 0.2% active;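 active means mean lysis activity across replicates of at least 80%, whatever share of replicates individually reach that level; inactive means mean lysis activity below 80%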
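Schedule: static 4 h at 37 °C with compound, 1 h detection; system: C. neoformans cells; benchmarks: Clomiphene as positive control; buffer or medium: fresh YPD medium; measure: luminescence rise reflecting yeast cell lysis; measured by: luminescent adenylate kinase detection reagent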
The depositor's hits bear a star; nt = not tested or not shown; & = joins results of further samples; [ ] = another dose, or the depositor's remark.

SMILES | ERp5 inh | C2C12 statin | SIRT5 inh | miR122 inh | esBAF inh | ARNT TACC3 PPI | Cneo AK release
C[C@@H]1CCCCO[C@@H](CN(C)Cc2ccc(Cl)c(Cl)c2)[C@H](C)CN([C@@H](C)CO)C(=O)c2cc(NS(=O)(=O)c3ccccc3)ccc2O1 | 0 | nt | 2 | -21[16.7 µM] | 1 | 9 | 1
O=C(c1ccc2c(c1)OCO2)N1CCN(c2ccc(F)cc2)CC1 | nt | 5 | nt | -3 | 21 | -4 | 1
CCn1nc(C(=O)OCC(=O)Nc2ncc(Cl)c(C)c2Cl)c2ccccc2c1=O | nt | nt | nt | -3 | nt | -15 | 0
O=C(COC(=O)Cn1cc(C(F)(F)F)ccc1=O)NCc1ccccc1 | 3 | 0 | -4 | 5 | 5 | -1 | nt
CC(=O)N1[C@H](C)C=C[C@]1(Cc1ccccc1)C(=O)NCCc1c[nH]c2ccccc12 | nt | 11 | nt | -4 | 0 | -1 | 0
CCN(CCCNC(=O)CN(C)S(=O)(=O)c1cccc2nsnc12)c1cccc(C)c1 | nt | nt | nt | -1 | 9 | 3 | 0
C[C@@H]1CN([C@H](C)CO)C(=O)CCCn2cc(nn2)CO[C@@H]1CN(C)S(=O)(=O)c1cccc(F)c1 | -1 | -5 | -9 | 3[16.7 µM] | -2 | 3 | 33
O=c1cc(-c2ccc(C(F)(F)F)cc2)oc2ccccc12 | -4 | -2 | -2 | nt | 14 | -1 | 1
COCC#Cc1ccc2c(c1)O[C@@H](CN(C)C(=O)Nc1ccccc1F)[C@H](C)CN([C@@H](C)CO)S2(=O)=O | 2 | -1 | -1 | 7[16.7 µM] | -2 | nt | 1
COC(CNc1ncnc2sc(-c3ccccc3)cc12)OC | 0 | -7 | -3 | 13 | 22 | -2 | -3
C[C@@H]1CN([C@@H](C)CO)C(=O)c2cc(NC(=O)Cc3ccccc3)ccc2O[C@H]1CN(C)S(=O)(=O)c1ccccc1 | -2 | -8 | -4 | -2[16.7 µM] | 4 | -2 | -2
C[C@H](CO)N1C[C@H](C)[C@@H](CN(C)Cc2ccc(C(=O)O)cc2)Oc2c(NS(=O)(=O)c3cccs3)cccc2C1=O | 1&-3 | 7&4 | 9&-2 | 4[16.7 µM] | 1&13 | -10&1 | 0&-2
Cc1ccc(S(=O)(=O)N2CC[C@@H]3[C@H](CO)Nc4ccc(Br)cc4[C@@H]32)cc1 | 9 | -7 | 6 | -8[16.7 µM] | 5 | 2 | -10
COc1ccccc1/C=C(\C#N)C(=O)c1cccn1C | -3 | 7 | -3 | nt | -8 | 1 | nt
Cc1c(Cl)cccc1NC(=S)NNS(=O)(=O)c1ccc([N+](=O)[O-])cc1 | 5 | -2 | 2 | 2 | -7 | 3 | 2
Cc1ccc(S(=O)(=O)N(C)C[C@H]2Oc3ccc(NS(=O)(=O)c4cccs4)cc3C(=O)N([C@@H](C)CO)C[C@H]2C)cc1 | 7 | -17 | -3 | -1[16.7 µM] | 2 | -2 | -7
CCOC(=O)N1CCN(C(=O)CS(=O)(=O)c2cn(Cc3ccccc3Cl)c3ccccc23)CC1 | 16 | 1 | -9 | -3 | 5 | -2 | 1
COc1ccc(OC)c(CNC(=O)CCCc2cn(C)c3ccccc23)c1 | -4 | -7 | 3 | 5 | 2 | 15 | -1
CN(C)c1ccc(N2C(=NC(=O)CCc3ccccc3)SC3CS(=O)(=O)CC32)cc1 (configuration not stated) | 1 | 8 | 2 | -3 | -1 | -1 | 2
Cn1c(SCC(=O)N2CCOCC2)nnc1-c1ccc(NC(=O)c2ccccc2F)cc1 | nt | 52 | nt | 2 | -1 | 0 | -2
Cn1c(=O)c(C(=O)CN2CCN(Cc3ccc4c(c3)OCO4)CC2)c(N)n(Cc2ccccc2)c1=O | 1 | -6 | -4 | 5 | 7 | 7 | nt
COCCNC(=O)CCC1CCN(Cc2ccc(-c3ccccc3)cc2)CC1 | 3 | 1 | 12 | 1 | 0 | -5 | -1
O=C1C(O)CCN1Cc1ccccc1 (configuration not stated) | -1 | 3 | -2 | -7 | 6 | 0 | -2
O=S(=O)(Nc1ccc(-c2nc3cccnc3s2)cc1)c1ccccc1F | 0 | 0 | -8 | 10 | 37 | 1 | -1
CCn1c2ccc(/C(C)=N\O)cc2c2cc(/C(C)=N\O)ccc21 | nt | 4 | nt | 2 | -1 | -5 | 0
O=C(O)c1cccc(-c2ccc(/C=N/n3cnnc3)o2)c1 | -4 | -8 | 5 | -2 | 7 | 0 | 0
CCOc1ccc2c(c1)C(NC(C)=O)C(=O)N2CCN1CCOCC1 (configuration not stated) | -2 | 6 | 1 | -2 | -1 | -21 | -3
COc1ccc(/C=C/C(=O)OCC(=O)Nc2ccc(OC)c(S(=O)(=O)N3CCCCC3)c2)cc1 | -4 | nt | 0 | 0 | nt | -6 | -9
Cc1noc(C)c1COc1ccc(C(=O)OC(C)C(=O)Nc2ccc(S(=O)(=O)N3CCOCC3)cc2)cc1 (configuration not stated) | -5 | nt | -4 | nt | nt | 1 | nt
CCN(CC)c1ccc(NC(=O)COc2ccc(C)cc2)cc1 | nt | 0 | nt | -5 | -4 | 7 | 1
O=C(CCOc1ccccc1)Nc1ccnn1C1CCN(Cc2ccc(O)cc2)CC1 | -2 | 4 | 1 | -7 | 1 | 1 | 6
O=C(CN(Cc1ccc(Br)cc1)S(=O)(=O)c1ccccc1)NCc1cccnc1 | 1 | 5 | 4 | -2 | -3 | 5 | 1
CCn1c(SCC(=O)Nc2cc(C)on2)nnc1-c1ccc(OC)cc1 | -5 | nt | -3 | nt | nt | 0 | nt
COc1cccc(OC)c1C(=O)Nn1c(-c2cccs2)nc2ccccc2c1=O | -4 | nt | 2 | nt | nt | 2 | nt
CCOC(=O)c1nnc(-c2ccc(C)cc2)nc1Sc1ccc(Cl)cc1 | nt | 109* | nt | 4 | 1 | -8 | -2
O=C1c2ccccc2-c2ccc(C(=O)N3CCOCC3)cc21 | nt | -10 | nt | 4 | -1 | 1 | 0
CN1CCN(C(=O)C[C@@H]2C[C@@H]3c4cc(NC(=O)C5CCOCC5)ccc4O[C@@H]3[C@@H](CO)O2)CC1 | 5 | 2 | -4 | 5[16.7 µM] | 2 | -9 | -12
CN(C)C(=O)c1cccc(-c2ccc([C@@H]3[C@H]4CN(S(C)(=O)=O)CCCCN4[C@H]3CO)cc2)c1 | 1 | -8 | -3 | 3[16.7 µM] | 6 | -3 | -3
O=C(c1ccco1)N1CCN(CC2CC3C=CC2C3)CC1 (configuration not stated) | nt | 3 | nt | -7 | 15 | -3 | -1
COc1ccc(NC(=O)[C@@H]2CCCN2S(=O)(=O)c2ccccc2F)cc1S(=O)(=O)N1CCCCC1 | 3 | -2 | -4 | 85 | -3 | -6 | -2
CC(O)c1cccc(NC(=O)CC(c2ccccc2)c2ccccc2)c1 (configuration not stated) | 0 | 13 | -1 | -4 | -2 | 15 | 2
Cn1c(Nc2ccc(Cl)cc2F)nc2cc(-c3ccccc3)sc2c1=O | 1 | -1 | nt | -1 | 0 | nt | -1
COc1cccc(C#Cc2ccc3c(c2)O[C@H](CN(C)S(=O)(=O)c2ccccc2F)[C@H](C)CN([C@H](C)CO)S3(=O)=O)c1 | 2&4&1 | 13&35&44 | 0&-2&-2 | 10 | -1&8&12 | -6&-9 | 0&-1&-2
CCNC(=O)[C@@H]1[C@@H](CO)[C@@H]2Cn3c(ccc(C4=CCCC4)c3=O)[C@H]1N2C(=O)C1CC1 | 3 | 5 | -17 | 0[16.7 µM] | -2 | -1 | 0
Cc1ccc(C)c(NC(=O)CN(C)C(=O)c2cc(S(=O)(=O)N3CCOCC3)ccc2N2CCCC2)c1 | 2 | -6 | 3 | nt | -10 | -37 | -3
Cc1nc2cc(CC(=O)O)ccc2o1 | nt | 0 | nt | 1 | 0 | 11 | -4
COc1ccccc1C(CNC(=O)c1ccc(OCc2c(C)noc2C)cc1)N1CCCC1 (configuration not stated) | 0 | -1 | -2 | nt | 6 | nt | nt
Cc1cc(N2CCN(C/C=C/c3ccccc3)CC2)n2ncnc2n1 | nt | -7 | nt | nt | 11 | -3 | -1
Cc1cc(/C=N/N2CCN(C)CC2)c(C)n1-c1ccc(Cl)cc1 | 1 | nt | 3 | 3 | nt | 13 | 0
CN(C)S(=O)(=O)c1ccc(C(=O)NCCSc2ccc(Br)cc2)cc1 | 0 | -8 | -3 | 1 | 6 | nt | 0
N/C(=N\OC(=O)CC1CCCCC1)c1cccnc1 | 2 | -25 | 0 | -4 | 26 | -4 | 0
COc1cccc(COC(=O)C2CCN(S(=O)(=O)c3ccc(Cl)cc3)CC2)c1OC | 14 | nt | -3 | nt | nt | -3 | nt
O=C(CCn1c(=O)c2cccn2c2ccc(F)cc21)NCCc1ccccc1 | 1 | 8 | -1 | -2 | -4 | 1 | -1
Cc1cc(N2C(=O)c3ccc(C(=O)Nc4ccccc4O)cc3C2=O)no1 | 0 | -3 | -1 | nt | -2 | -4 | -1
CCN(CC)C(=O)COc1coc(CN2CCN(c3ccccc3F)CC2)cc1=O | 0 | -1 | 0 | -8 | -1 | -1 | 11
C[C@@H]1CCCCO[C@H](CN(C)Cc2ccccc2)[C@H](C)CN([C@@H](C)CO)C(=O)c2cc(NC(=O)Nc3cccc4ccccc34)ccc2O1 | 4 | nt | -1 | 0[16.7 µM] | 0 | 18 | 0
COc1ccc(/C=C2/CC/C(=C\c3ccc(OC)c(OC)c3OC)C2=O)c(OC)c1OC | nt | -3 | nt | -10 | 1 | 4 | -1
O=C(NCc1ccccn1)Nc1cccc(Cl)c1Cl | 1 | nt | 0 | nt | nt | 2 | -1
Cc1ccccc1-c1cnc2c(c1)C(=O)N([C@H](C)CO)C[C@H](C)[C@H](CN(C)Cc1ccncc1)O2 | 13 | -25 | 1 | 5[16.7 µM] | 4 | -9 | 0
C[C@H](NC(=O)[C@H]1[C@H](CO)[C@H]2Cn3c(ccc(C4=CCCC4)c3=O)[C@H]2N1C)c1ccccc1 | 1 | 2 | -4 | 2[16.7 µM] | 6 | -8 | 5
The listing continues.
SMILES | ERp5 inh | C2C12 statin | SIRT5 inh | miR122 inh | esBAF inh | ARNT TACC3 PPI | Cneo AK release
CCOC(=O)c1c(NCc2ccccc2)n[nH]c1C | 2 | -4 | -7 | -1 | -5 | -1 | 1
C[C@H](CO)N1C[C@H](C)[C@H](CN(C)Cc2ccc(-c3ccccc3)cc2)Oc2ccc(NC(=O)CCCN(C)C)cc2C1=O | 2 | 4 | -3 | -8[16.7 µM] | -1 | 5 | 1
O=C(c1cc(COc2ccccc2)on1)N1CCCC(CN2CCOCC2)C1 (configuration not stated) | 2 | 41 | -1 | -4 | 30 | 1 | 0
Cc1ccc(S(=O)(=O)N2CCCN(S(=O)(=O)C3CCS(=O)(=O)C3)CC2)cc1 (configuration not stated) | nt | 1 | nt | 1 | 1 | -7 | 3
Cc1ccc(S(=O)(=O)NC(=O)CSc2nc3ccccc3s2)cc1 | nt | 1 | nt | 1 | -11 | 10 | -2
COc1ccc(CNC(=O)C(c2ccco2)N(C(=O)c2ccccn2)c2ccccc2)cc1 (configuration not stated) | 1 | nt | -1 | nt | nt | 2 | nt
CCC(C)C(NC(=O)C1CCC(C)CC1)C(=O)Nc1ccc(OC)cc1OC (configuration not stated) | 6 | -4 | -2 | 39 | 3 | 3 | -2
O=C(CNS(=O)(=O)Cc1ccccc1)NCc1ccccc1 | 0 | 4 | -6 | -3 | -2 | 2 | 13
Cc1ccc(N/C(N)=N/c2nc(CSc3ccccn3)cc(=O)[nH]2)c(C)c1 | 3 | nt | -1 | nt | nt | -15 | nt

A section taken from the entries so far:
SMILES | ERp5 inh | C2C12 statin | SIRT5 inh | miR122 inh | esBAF inh | ARNT TACC3 PPI | Cneo AK release
COc1ccc(CNC(=O)C(c2ccco2)N(C(=O)c2ccccn2)c2ccccc2)cc1 (configuration not stated) | 1 | nt | -1 | nt | nt | 2 | nt
CCC(C)C(NC(=O)C1CCC(C)CC1)C(=O)Nc1ccc(OC)cc1OC (configuration not stated) | 6 | -4 | -2 | 39 | 3 | 3 | -2
O=C(CNS(=O)(=O)Cc1ccccc1)NCc1ccccc1 | 0 | 4 | -6 | -3 | -2 | 2 | 13
Cc1ccc(N/C(N)=N/c2nc(CSc3ccccn3)cc(=O)[nH]2)c(C)c1 | 3 | nt | -1 | nt | nt | -15 | nt

Screening data: PubChem, Broad Institute
